Source: PubChem BioAssay (National Center for Advancing Translational Sciences (NCATS))
KinaseGlo FLuc = blocks Kinase-Glo luciferase, a counter-screen artifact; Q27757; Kinase-Glo luciferase, ATP luminescence, 8 min; Potency, µM (top dose mostly 38.3 µM), without a hit: top-dose activity change, negative = inhibition, actives largely listed as inhibitors; 200,000 compounds, 0.28% hits; AID 1379; further: on the % scale 0 is the no-effect control and ±100 the full control effect; nearly all actives have a fitted effect of over 60% in size
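Substrate mix (final 50 mM imidazole pH 7.2, 50 mM KCl, 7 mM MgCl2, 10 uM ATP, 0.01% Tween 20, 0.05% BSA) plus pin-tool compound, then Kinase-Glo detection mix; 8 min ambient, luminescence read.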
Lamin A splicing = changes lamin A minigene splicing in HeLa cells | HeLa LMNA splicing GFP/RFP minigene ratio, 48 h | Potency, µM (series often up to 46.1 µM), for the others: top-dose ratio change, negative = inhibition, usual class: inhibitors | 200,000 compounds, 0.01% hits | AID 1487; active means well fitted inhibition curve with a large enough effect in the signal ratio, with a control signal flat, not every such curve was filed as active; inconclusive means small, poorly fitted or top-dose-only effect, or effect the other way, or a change in a side signal; the % refers to the signal ratio; further: on the % scale 0 is the no-effect control and ±100 the full control effect
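S3 HeLa cells stably expressing lamin A-EGFP splicing minigene plus DsRed2, 600 cells/well, 48 h compound exposure at 37C. Laser-scanning cytometry; analysed as GFP (500-530 nm)/RFP (575-640 nm) total intensity ratio; 0.5% DMSO vehicle.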
JMJD2E inh = blocks human JMJD2E demethylase activity; B2RXH2; JMJD2E catalytic domain, FDH-coupled NADH fluorescence (FDH is formaldehyde dehydrogenase); Potency, µM (titrated, usually from 57.1 µM), for the others: at the top dose activity change, negative = inhibition, hits mostly inhibitors; 230,000 compounds, 1.6% hits; AID 2147; active means well fitted inhibition curve with a large enough effect, not every such curve was filed as active; inconclusive means small, poorly fitted or top-dose-only effect, or another doubt; inactive means no such curve, though single readings can be large or run the other way;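 further: 0% = wells with enzyme and -100% = buffer wells without enzyme; nearly all actives have a fitted effect of over 50% in size; many of its hits are not listed in these tables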
ALDH1A1 block = inhibitors of human aldehyde dehydrogenase 1A1. Purified ALDH1A1, NADH fluorescence, propionaldehyde substrate. Potency, µM (titrated, usually from 75.3 µM), inactives show at the top dose activity, negative = inhibition, hits mostly inhibitors. 220,000 compounds, 7.3% hits. AID 1030; active means well fitted inhibition curve with a large enough effect, not every such curve was filed as active; inconclusive means small, poorly fitted or top-dose-only effect, or another doubt; inactive means no such curve, though single readings can be large or run the other way;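 further: plate controls were no enzyme wells and a reference inhibitor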
Tau fibril ThT = inhibitors of human tau fibril formation, thioflavin T binding. P10636. recombinant tau K18 P301L (four-repeat tau fragment), heparin-induced fibrillization, ThT fluorescence. Potency, µM (series often up to 57.4 µM), for the others: top-dose activity, negative = inhibition, usual class: inhibitors. 270,000 compounds, 2.1% hits; further: on the % scale 0 is the no-effect control and ±100 the full control effect; nearly all actives have a fitted effect of over 55% in size
Target sequence (P10636 561-689 P618L limits assumed): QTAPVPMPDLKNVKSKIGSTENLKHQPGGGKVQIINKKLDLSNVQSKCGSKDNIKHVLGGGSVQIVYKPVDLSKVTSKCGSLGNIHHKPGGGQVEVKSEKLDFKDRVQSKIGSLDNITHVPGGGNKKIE
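In this qHTS, human K18 P301L tau is incubated with compound and heparin for 6 hr at 37 C, and Thioflavin T fluorescence then reports fibril load.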
RECQ1 inh = inhibitors of human RECQ1 DNA helicase; AID 2549; RECQ1 DNA unwinding, red fluorescence kinetic read; 240,000 compounds, 0.54% hits; Potency, µM (highest dose often 57.3 µM), without a hit: top-dose activity, negative = inhibition, actives largely listed as inhibitors; P46063;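 further: plate controls were vehicle for no effect and no enzyme for full effect; nearly all actives have a fitted effect of over 30% in size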
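RECQ1T1 50 nM; forked duplex (20 bp + 30-nt ss tails) 200 nM, ATP 2 mM final; pH 8.0, 2 mM MgCl2, 2.5 ug/ml poly(dI-dC); 15 min compound preincubation; discontinuous kinetic read over 2 h at RT.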
L3MBTL1 inh = L3MBTL1 (human) inhibition; Q9Y468; AID 485360; AlphaScreen L3MBTL1–H3K9me1 peptide binding; Potency, µM (highest dose often 57.1 µM), without a hit: at the top dose activity, negative = inhibition, actives largely listed as inhibitors; 230,000 compounds, 0.66% hits; further: on the % scale 0 is the no-effect control and ±100 the full control effect; nearly all actives have a fitted effect of over 60% in size
Target sequence (Q9Y468 whole entry, looked up): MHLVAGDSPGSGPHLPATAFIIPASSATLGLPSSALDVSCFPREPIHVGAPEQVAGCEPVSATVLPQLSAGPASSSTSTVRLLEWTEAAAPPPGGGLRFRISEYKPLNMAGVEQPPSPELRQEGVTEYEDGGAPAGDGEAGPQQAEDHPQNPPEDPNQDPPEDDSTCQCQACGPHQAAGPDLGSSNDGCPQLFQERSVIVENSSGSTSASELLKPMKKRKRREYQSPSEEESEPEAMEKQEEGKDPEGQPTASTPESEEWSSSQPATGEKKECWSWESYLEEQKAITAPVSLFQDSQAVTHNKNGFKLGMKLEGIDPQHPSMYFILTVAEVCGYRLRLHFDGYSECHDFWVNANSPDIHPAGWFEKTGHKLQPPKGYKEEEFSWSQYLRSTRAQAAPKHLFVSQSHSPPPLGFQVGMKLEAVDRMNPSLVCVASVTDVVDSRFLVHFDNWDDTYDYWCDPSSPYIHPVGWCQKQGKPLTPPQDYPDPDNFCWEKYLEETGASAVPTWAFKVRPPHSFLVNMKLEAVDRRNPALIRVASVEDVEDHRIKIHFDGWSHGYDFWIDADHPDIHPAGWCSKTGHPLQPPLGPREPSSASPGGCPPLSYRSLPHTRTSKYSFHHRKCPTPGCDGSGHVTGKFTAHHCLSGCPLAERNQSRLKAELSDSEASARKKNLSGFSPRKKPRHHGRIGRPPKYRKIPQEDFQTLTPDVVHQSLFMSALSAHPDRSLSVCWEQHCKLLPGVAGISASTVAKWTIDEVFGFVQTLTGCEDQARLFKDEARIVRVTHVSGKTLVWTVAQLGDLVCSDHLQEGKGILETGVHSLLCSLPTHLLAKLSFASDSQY
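L3MBTL1 (50 nM) pre-complexed 30 min with biotinylated H3(1-15)K9me1 peptide (75 nM), then compounds added for 30 min at room temperature; AlphaScreen streptavidin donor/nickel chelate acceptor beads (10 ug/mL final) read after 30 min dark incubation.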
SMN2 splice up = enhancers of SMN2 splice variant expression; 210,000 compounds, 2.8% hits; HEK293 SMN2-luciferase splicing reporter, luminescence, 30-36 h; Potency, µM (titrated, usually from 46.1 µM), for inactives: top-dose activity change, positive = activation, actives largely listed as activators; further: % of control where 0% means no effect; nearly all actives have a fitted effect of over 55% in size
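qHTS luciferase splicing reporter: luminescence rises when SMN2 exon 7 is included in transfected HEK293 cells. Compound exposure lasted 30-36 h at 37C, with 4.5 mM final sodium butyrate as control, followed by a ONE-Glo read.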
Starred values were filed as active, the others as inactive; [ ] = dose if it differs, or a comment. Unless noted, the call rests on the fitted dose curve; in most records, active means well fitted curve in the direction sought with a large enough effect; inconclusive means small, poorly fitted or top-dose-only effect, or another doubt; inactive means no such curve, though single readings can be large; an effect the other way counts as inactive or inconclusive. Potency means the concentration at half of the fitted maximal effect.

Results for Cc1ccc2nc(-c3ccsc3)c(NC3CCCC3)n2c1 ?
KinaseGlo FLuc: -6%; Lamin A splicing: 1%[46 µM]; JMJD2E inh: inconclusive; ALDH1A1 block: inconclusive; Tau fibril ThT: -3%; RECQ1 inh: inactive; SMN2 splice up: -55%[inhibitor]

What do the screens show for `CCc1ccc2oc(-c3cc(N=Cc4cccc(OC)c4O)ccc3O)nc2c1`?
KinaseGlo FLuc: -8%; Lamin A splicing: -13%; JMJD2E inh: -23%; ALDH1A1 block: inconclusive; Tau fibril ThT: 14µM*; RECQ1 inh: -8%; L3MBTL1 inh: -10%; SMN2 splice up: 14µM*

What do the screens show for `COc1cccc(CC2(CO)CCN(C(=O)NC3CCCCC3)CC2)c1`?
KinaseGlo FLuc: -2%; Lamin A splicing: inconclusive; JMJD2E inh: 9%; ALDH1A1 block: 0%; Tau fibril ThT: -11%; RECQ1 inh: -4%; L3MBTL1 inh: 2%

How did Cc1cccc(N2CN=c3s/c(=C\c4ccccn4)c(=O)n3C2)c1 do in these assays?
JMJD2E inh: 2%; ALDH1A1 block: 5%; Tau fibril ThT: inconclusive; RECQ1 inh: -8%; L3MBTL1 inh: -6%

Results for O=S1(=O)N=C(Nc2ccc(S(=O)(=O)N3CCCCC3)cc2)c2ccccc21 ?
KinaseGlo FLuc: -1%; Lamin A splicing: -12%; JMJD2E inh: inconclusive; ALDH1A1 block: inconclusive; Tau fibril ThT: -1%; RECQ1 inh: inactive; L3MBTL1 inh: 0%; SMN2 splice up: 7%

What do the screens show for `CCN1CCN(C(=O)c2sc3nc(C)nc(N4CCC(C)CC4)c3c2C)CC1`?
KinaseGlo FLuc: -1%; Lamin A splicing: 16%; JMJD2E inh: -9%; ALDH1A1 block: -9%; Tau fibril ThT: -3%; RECQ1 inh: -2%; L3MBTL1 inh: -11%; SMN2 splice up: 0%

How did CCCN(C(=O)c1ccco1)c1nnc(-c2ccncc2)s1 do in these assays?
KinaseGlo FLuc: 0%; Lamin A splicing: 1%; JMJD2E inh: -6%; ALDH1A1 block: inconclusive; Tau fibril ThT: -10%; RECQ1 inh: -2%; L3MBTL1 inh: -5%; SMN2 splice up: inconclusive

What do the screens show for `CCC(CO)NCc1ccc(OC2CCCC2)cc1` (stereo unspecified)?
KinaseGlo FLuc: -1%; Lamin A splicing: -7%; JMJD2E inh: -7%; ALDH1A1 block: inconclusive; Tau fibril ThT: 6%; RECQ1 inh: inactive; L3MBTL1 inh: 17%; SMN2 splice up: 1%

What do the screens show for `COc1cc(OC)cc(-c2nnc(Sc3ccc(C=O)cc3[N+](=O)[O-])o2)c1`?
KinaseGlo FLuc: -3%; Lamin A splicing: inconclusive; JMJD2E inh: -3%; ALDH1A1 block: 2µM*; Tau fibril ThT: 25µM*; RECQ1 inh: -17%; L3MBTL1 inh: -11%; SMN2 splice up: -5%

Results for C=CCn1c(O)c(N=NC(=S)Nc2ccc(OC)c(Cl)c2)c2ccccc21 ?
KinaseGlo FLuc: 1%; Lamin A splicing: inconclusive; JMJD2E inh: 4%; ALDH1A1 block: 22µM*; Tau fibril ThT: inconclusive; RECQ1 inh: -18%; L3MBTL1 inh: -24%; SMN2 splice up: -49%[inhibitor]

Results for CCOc1ccc(C(NC(=O)/C=C/c2ccco2)c2ccc(OC)c(OC)c2)cc1 (stereo unspecified) ?
KinaseGlo FLuc: 3%; Lamin A splicing: -15%; JMJD2E inh: -4%; ALDH1A1 block: inconclusive; Tau fibril ThT: -2%; RECQ1 inh: -8%; L3MBTL1 inh: -10%; SMN2 splice up: 1%

What do the screens show for `COc1ccc(C)cc1S(=O)(=O)Nc1cccnc1`?
KinaseGlo FLuc: -2%; Lamin A splicing: 7%; JMJD2E inh: 4%; ALDH1A1 block: inconclusive; Tau fibril ThT: -8%; RECQ1 inh: inactive; L3MBTL1 inh: 4%; SMN2 splice up: 0%

What do the screens show for `CCOC(=O)CSc1nc(C2CC2)cc(-c2ccc(Cl)cc2)c1C#N`?
KinaseGlo FLuc: 0%; Lamin A splicing: 4%; JMJD2E inh: inconclusive; ALDH1A1 block: 32µM*; Tau fibril ThT: -18%; RECQ1 inh: -3%; L3MBTL1 inh: 45%[activator]; SMN2 splice up: -19%

Results for O=C(O)c1ccccc1N1C(=O)C2C3c4ccccc4C(Br)(c4ccccc43)C2C1=O (stereo unspecified) ?
KinaseGlo FLuc: 0%; JMJD2E inh: -1%; ALDH1A1 block: -7%; Tau fibril ThT: -4%; RECQ1 inh: 14%; L3MBTL1 inh: -5%

Results for COCCCNC(CC(=O)Nc1ccc(OC)cc1OC)C(=O)O (stereo unspecified) ?
KinaseGlo FLuc: 0%; Lamin A splicing: -2%; JMJD2E inh: -6%; ALDH1A1 block: 9%; Tau fibril ThT: 4%; RECQ1 inh: inactive; SMN2 splice up: 1%

How did Cc1nn(-c2ccccc2)c(C)c1S(=O)(=O)O do in these assays?
KinaseGlo FLuc: 1%; JMJD2E inh: inconclusive; ALDH1A1 block: 2%; Tau fibril ThT: -4%; RECQ1 inh: 7%; L3MBTL1 inh: -7%

What do the screens show for `Cc1ccc(NC(=O)C2CCN(S(=O)(=O)c3cccs3)CC2)cc1C`?
KinaseGlo FLuc: -3%; Lamin A splicing: -14%; JMJD2E inh: 5%; ALDH1A1 block: inconclusive; Tau fibril ThT: -8%; RECQ1 inh: -5%; SMN2 splice up: -27%

Results for Cc1cccc(NC(=O)CN2C(=O)COc3ccc(Cl)cc32)c1C ?
KinaseGlo FLuc: 15%; Lamin A splicing: 6%; JMJD2E inh: 0%; ALDH1A1 block: 2%; Tau fibril ThT: -5%; RECQ1 inh: -3%; L3MBTL1 inh: 6%; SMN2 splice up: -4%

What do the screens show for `COc1ccc(N(CC(=O)NCc2ccco2)S(=O)(=O)c2ccc(OC)c(OC)c2)cc1`?
KinaseGlo FLuc: -2%; Lamin A splicing: 5%; JMJD2E inh: 2%; ALDH1A1 block: -5%; Tau fibril ThT: -5%; RECQ1 inh: -11%; L3MBTL1 inh: -6%; SMN2 splice up: -16%

How did COc1ccc(C(=O)Nc2nnc(-c3cccs3)s2)cc1 do in these assays?
KinaseGlo FLuc: -5%; Lamin A splicing: -18%; JMJD2E inh: 21%; ALDH1A1 block: inconclusive; Tau fibril ThT: inconclusive; RECQ1 inh: -11%; SMN2 splice up: 7.1µM*

How did O=C(Cn1cccc1C(=O)c1ccccc1)NCc1cccc(Cl)c1 do in these assays?
JMJD2E inh: -10%; ALDH1A1 block: 4%; Tau fibril ThT: -10%; RECQ1 inh: inactive

What do the screens show for `O=c1cc(N2CCN(c3ccccc3)CC2)[nH]c(=O)n1C1CCCCC1`?
KinaseGlo FLuc: -3%; Lamin A splicing: 18%; JMJD2E inh: 7%; ALDH1A1 block: inconclusive; Tau fibril ThT: -1%; RECQ1 inh: -1%; L3MBTL1 inh: 2%; SMN2 splice up: -23%

What do the screens show for `COC(=O)c1ccc(C(=O)OC)c(NS(C)(=O)=O)c1`?
KinaseGlo FLuc: -2%; Lamin A splicing: -3%; JMJD2E inh: inconclusive; ALDH1A1 block: -16%; Tau fibril ThT: 2%; RECQ1 inh: 0%; SMN2 splice up: inconclusive

What do the screens show for `Nc1nc(NCc2ccco2)nc(Nc2ccccc2)c1[N+](=O)[O-]`?
Lamin A splicing: -1%[46 µM]; JMJD2E inh: -4%; ALDH1A1 block: 13%; Tau fibril ThT: 0%; RECQ1 inh: inactive; L3MBTL1 inh: -13%

What do the screens show for `COc1cccc(/C=N/NC(=O)c2nc(-c3ccccc3)cc(-c3ccccc3)n2)c1`?
KinaseGlo FLuc: -6%; Lamin A splicing: -16%; JMJD2E inh: -1%; ALDH1A1 block: inconclusive; Tau fibril ThT: -25%; RECQ1 inh: 1%; L3MBTL1 inh: -2%; SMN2 splice up: -18%

What do the screens show for `CCC(CC)N=C1NS(=O)(=O)c2cc([N+](=O)[O-])ccc21`?
KinaseGlo FLuc: 3%; JMJD2E inh: -4%; ALDH1A1 block: 1%; Tau fibril ThT: 2%; RECQ1 inh: inactive; L3MBTL1 inh: 1%; SMN2 splice up: -6%

How did COc1ccc(NC(C)=O)cc1C do in these assays?
KinaseGlo FLuc: 0%; JMJD2E inh: -5%; ALDH1A1 block: 8%; Tau fibril ThT: -10%; RECQ1 inh: -11%; SMN2 splice up: -10%

Results for Cc1ccccc1NS(=O)(=O)c1ccc(C2CNC(=O)C2)cc1 (stereo unspecified) ?
KinaseGlo FLuc: 3%; Lamin A splicing: 21%; JMJD2E inh: 3%; ALDH1A1 block: inconclusive; Tau fibril ThT: 9%; RECQ1 inh: -4%; L3MBTL1 inh: -4%; SMN2 splice up: -18%

How did O=C(O)CCCC[C@@H]1SC[C@H]2NC(=O)N[C@@H]12 do in these assays?
KinaseGlo FLuc: 2%; JMJD2E inh: -9%; ALDH1A1 block: -2%; Tau fibril ThT: 4%; RECQ1 inh: -4%

What do the screens show for `CCC(C)(C)n1nnnc1C(c1ccc(C)cc1)N(Cc1ccco1)Cc1cccs1` (stereo unspecified)?
KinaseGlo FLuc: -4%; Lamin A splicing: inconclusive; JMJD2E inh: -5%; ALDH1A1 block: -7%; Tau fibril ThT: -21%; RECQ1 inh: -16%; SMN2 splice up: -46%[inhibitor]

Results for C=C(C)c1cccc(C(C)(C)NC(=O)N2CCOCC2)c1 ?
KinaseGlo FLuc: 5%; Lamin A splicing: -11%; JMJD2E inh: 1%; ALDH1A1 block: 5%; Tau fibril ThT: -1%; RECQ1 inh: inactive; SMN2 splice up: 22%

An excerpt (hit frequency here may not be typical).
